Compound activity from PubChem BioAssay.
DT40 TDP1 CPT = qHTS for Inhibitors of human tyrosyl-DNA phosphodiesterase 1 (TDP1): qHTS in cells in presence of CPT | 420,000 compounds, 12% hits | Potency, µM (doses to about 46.2 µM), without a hit: top-dose activity change, negative = growth inhibition, hits mostly inhibitors | chicken DT40 Tdp1-/-;hTDP1 cells + 20 nM CPT, ATP luminescence, 48 h; further: nearly all actives have a fitted effect of over 55% in size
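Chicken DT40 Tdp1-/- cells complemented with human TDP1, 400 cells/well, exposed to compounds plus 20 nM camptothecin for at least 48 h at 37 C; viability read as ATP content by CellTiter-Glo luminescence.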
FEN1 inh = qHTS Assay for the Inhibitors of Human Flap endonuclease 1 (FEN1). Recombinant FEN1 flap cleavage, fluorescence, 15 min. Potency, µM (titrated, usually from 114 µM), for the others: at the highest dose activity change, negative = inhibition, actives largely listed as inhibitors. 390,000 compounds, 0.35% hits. AID 588795, 2011; further: nearly all actives have a fitted effect of over 65% in size
Target sequence (P39748 whole entry, looked up): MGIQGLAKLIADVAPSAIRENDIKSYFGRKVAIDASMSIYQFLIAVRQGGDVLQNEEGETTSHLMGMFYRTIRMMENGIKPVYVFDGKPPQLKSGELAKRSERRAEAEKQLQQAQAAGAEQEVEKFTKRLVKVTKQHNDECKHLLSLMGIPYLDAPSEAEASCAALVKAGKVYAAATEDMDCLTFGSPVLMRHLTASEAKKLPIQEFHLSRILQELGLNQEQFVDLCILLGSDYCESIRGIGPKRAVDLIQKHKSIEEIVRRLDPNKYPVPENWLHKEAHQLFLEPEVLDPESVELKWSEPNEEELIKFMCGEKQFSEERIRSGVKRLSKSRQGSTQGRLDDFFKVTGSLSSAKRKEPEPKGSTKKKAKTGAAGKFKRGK
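FEN1 at 10 nM, compound pretreatment for 15 min (room temperature), 50 nM final substrate to initiate; endpoint reads at 0 and 15 min; DMSO-only plates used as vehicle background.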
GCN5L2 inh = qHTS Assay for Inhibitors of GCN5L2; GCN5L2 HAT assay, ThioGlo1 CoA-SH fluorescence; Potency, µM (top dose mostly 58.9 µM), for inactives: at the top dose activity change, negative = inhibition, hits mostly inhibitors; 390,000 compounds, 0.21% hits; AID 504327, 2011
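Compounds, pin-transferred from DMSO stocks, meet 20nM GCN5L2 for 15 min before the reaction begins with H3(1-25) peptide (75uM) and acetyl-CoA (70uM). Thiol-reactive ThioGlo1 reports CoA release over 20 min at room temperature.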
* marks the source's active call; other numbers are inactive results; ? = inconclusive; . = no result given; [ ] = dose if it differs, or a comment. The call rests on the fitted dose curve; in most records, active means well fitted curve in the direction sought with a large enough effect; inconclusive means small, poorly fitted or top-dose-only effect, or another doubt; inactive means no such curve, though single readings can be large; an effect the other way counts as inactive or inconclusive. On the % scale 0 is the no-effect control and ±100 the full control effect; potency means the concentration at half of the fitted maximal effect.

SMILES | DT40 TDP1 CPT | FEN1 inh | GCN5L2 inh
CCOc1ccccc1N(CC(=O)NC1CCCC1)C(=O)CNC(=O)c1cccs1 | 3% | 0% | -5%
Cc1ccc(NC(=O)CNC(=O)c2ccco2)c(Cl)c1 | 1% | 17% | -11%
CCOC(=O)/C=C/C(=O)OCC(=O)N1CCN(C(=O)c2ccco2)CC1 | 7.3µM* | -4% | -2%
CC(=O)c1ccc(N2C(=O)N(Cc3ccccc3C#N)c3ccccc3S2(=O)=O)cc1 | 16µM* | 6% | -4%
COc1ccc(C(=O)Nc2ccc(N3CCN(C(=O)c4ccccc4)CC3)cc2)cc1[N+](=O)[O-] | 15µM* | 0% | 23%
Cc1onc(-c2ccccc2)c1C(=O)Nc1ccc(C(=O)N2CCCCC2)cc1 | ? | 17% | -1%
O=C(NCCN1CCN(c2ccccc2)CC1)c1cccn2c(=O)c3cc(Cl)ccc3nc12 | ? | 11% | -23%
CC1C(=O)NN=C1C(=O)N/N=C\c1ccc(O)cc1O (configuration not stated) | -16% | 6% | -7%
CCCS(=O)(=O)c1snnc1C | -11% | -4% | -2%
COc1ccc(Cl)cc1NC(=O)N(C)CCc1c(C)nn(C)c1C | -20% | -3% | 2%
C/C(N)=C(/C#N)C(=O)COC(=O)CC12CC3CC(CC(C3)C1)C2 | -18% | -21% | -3%
CCCc1cc(-n2ccnc2C)n2c(nc3ccccc32)c1C#N | ? | 11% | .
CCCn1cc(S(=O)(=O)c2cc(C)ccc2C)c(=O)c2cc(F)c(N3CCCCCC3)cc21 | ? | -16% | -3%
CCc1ccccc1NC(=O)CN1CCN(C(=O)CN2C(=O)NC3(CCCCC3C)C2=O)CC1 (configuration not stated) | ? | -3% | -22%
COc1ccccc1-c1nc(-c2ccccc2)nc(N2CCN(C)CC2)c1C#N | -17% | -24% | -12%
Cc1ccc(-n2ncc(C(=O)NC3CC3)c2C2CCN(C(=O)OC(C)(C)C)CC2)c(C)c1 | ? | 10% | -6%
COc1ccc(N2CCN(C(=O)c3cnc(N4CCCC4)nc3C)CC2)cc1 | -5% | 21% | 16%
O=C(CC(=O)Nc1ccc(Cl)cc1)N/N=C\c1cccc(F)c1 | 16% | 1% | -3%
Cc1cccc(CSc2nncc(=O)[nH]2)c1 | -10% | 1% | -18%
COCCCn1c(=N)c(C(=O)NCc2ccco2)cc2c(=O)n3cccc(C)c3nc21 | ? | -20% | 1%
CCOC(=O)C1=C(C)NC2=C(C1c1ccc([N+](=O)[O-])cc1)S(=O)(=O)c1ccccc12 (configuration not stated) | ? | -1% | 1%
COc1ccc2c(c1OC)CCC2=O | 26% | -3% | -1%
CCOC(=O)C1(S(=O)(=O)c2ccccc2)CCN(Cc2ccc(Cl)cc2)CC1 | ? | ? | -7%
O=C(C1=C(O)C(=O)N(CCOCCO)C1c1ccccn1)c1cccs1 (configuration not stated) | 15% | 6% | -1%
CCN(C[C@H]1N[C@@](C)(C(=O)OC)[C@H]2C(=O)N(Cc3ccccc3)C(=O)[C@@H]12)S(=O)(=O)c1ccc(C)cc1 | -24% | -14% | 0%
(continued)
SMILES | DT40 TDP1 CPT | FEN1 inh | GCN5L2 inh
COc1cc2c(cc1OC)CN(Cc1nc3ccsc3c(=O)[nH]1)CC2 | -20% | -13% | -19%
CCOc1ccc(NC(=O)c2ccc(NC(=O)CSc3nc4ccccc4c(=O)[nH]3)cc2)cc1 | 3% | 3% | -3%
COc1ccc(N(CC(=O)N2CCC(C(N)=O)CC2)S(=O)(=O)c2ccccc2)cc1 | -20% | 13% | -5%
CCNC(=O)NC(=O)C(C)OC(=O)C(C)(C)Oc1ccc(Cl)cc1 (configuration not stated) | -6% | -3% | -3%
O=C(NCc1ccccc1Cl)c1cc([N+](=O)[O-])ccc1Cl | -3% | 1% | -5%
CS(=O)(=O)c1ccc(C(=O)OCC(=O)Nc2cccc(S(=O)(=O)N3CCCC3)c2)cc1 | -2% | -4% | 0%
Cc1cccc(N2CCN(C(=O)c3cc4n(n3)C(C(F)(F)F)CC(c3ccco3)N4)CC2)c1C (configuration not stated) | 21µM* | 0% | -1%
O=C(NCCc1nc2ccccc2[nH]1)c1cccc(Br)c1 | 17% | -3% | -9%
Cc1ccc(Cn2c(SCC(=O)NCC3CCCO3)nc3c(sc4ccccc43)c2=O)cc1 (configuration not stated) | -16% | 9% | 0%
Cc1ccc(S(=O)(=O)NC(C)C(c2cccs2)N2CCN(C)CC2)cc1 (configuration not stated) | -14% | 6% | 2%
Cc1cc(Nc2ccc(O)cc2)n2c(nc3ccccc32)c1C#N | -2% | -11% | -15%
COc1cc(OC)cc(-n2nnnc2SCC(=O)Nc2ccc(C(C)=O)cc2)c1 | -9% | 5% | -2%
CCc1cccc(CC)c1N(COC)C(=O)Cn1nnc2ccccc21 | -24% | -8% | -2%
Cc1ccc(C(C)C)c(OCC(=O)OCC(=O)NC2CCS(=O)(=O)C2)c1 (configuration not stated) | 0% | 0% | -9%
Cc1cc(C)nc(NC(=O)c2c(-c3c(Cl)cccc3Cl)noc2C)n1 | -22% | -12% | -6%
OCCn1c(SCCOc2ccccc2F)nc2ccccc21 | -13% | -12% | 0%
O=C1CC(NS(=O)(=O)c2cccs2)CN1c1ccc(F)cc1 (configuration not stated) | 3% | -12% | ?
Cc1cc(NC(=O)CCN2CCCCC2)ccc1Br | ? | 15% | 4%
O=C(COC(=O)CNC(=O)c1cccc(OC(F)F)c1)NNC(=O)c1ccccc1 | -9% | -2% | 2%
Cc1ccc(C(=O)N2CCN(Cc3cc(=O)n4nc(-c5ccccc5)sc4n3)CC2)cc1 | 2% | 18% | -10%
CC(C)(C)OC(=O)[C@H]1[C@H](c2ccc([N+](=O)[O-])cc2)C2(C(=O)c3ccccc3C2=O)C2c3ccccc3C=NN21 (some centres not stated) | ? | -11% | -8%
O=S(=O)(c1cccc(F)c1)N1CCN(Cc2ccc3c(c2)OCO3)CC1 | -15% | -6% | -17%
Cc1[nH]c2ccccc2c1C(=O)C(C)OC(=O)c1ccc([N+](=O)[O-])o1 (configuration not stated) | ? | ? | -11%
CC(CNC(=O)CCC(=O)N1CCOc2ccc(Cl)cc21)c1ccccc1 (configuration not stated) | ? | -17% | 24%
C/C(=N\O)C1(C)N(O)C(C)(C)C(c2ccc(Br)cc2)=[N+]1[O-] (configuration not stated) | ? | -3% | -1%

Part of the list above, tab-delimited:
SMILES	DT40 TDP1 CPT	FEN1 inh	GCN5L2 inh
CCOc1ccccc1N(CC(=O)NC1CCCC1)C(=O)CNC(=O)c1cccs1	3%	0%	-5%
Cc1ccc(NC(=O)CNC(=O)c2ccco2)c(Cl)c1	1%	17%	-11%
CCOC(=O)/C=C/C(=O)OCC(=O)N1CCN(C(=O)c2ccco2)CC1	7.3µM*	-4%	-2%
CC(=O)c1ccc(N2C(=O)N(Cc3ccccc3C#N)c3ccccc3S2(=O)=O)cc1	16µM*	6%	-4%
COc1ccc(C(=O)Nc2ccc(N3CCN(C(=O)c4ccccc4)CC3)cc2)cc1[N+](=O)[O-]	15µM*	0%	23%
Cc1onc(-c2ccccc2)c1C(=O)Nc1ccc(C(=O)N2CCCCC2)cc1	?	17%	-1%
O=C(NCCN1CCN(c2ccccc2)CC1)c1cccn2c(=O)c3cc(Cl)ccc3nc12	?	11%	-23%
CC1C(=O)NN=C1C(=O)N/N=C\c1ccc(O)cc1O (configuration not stated)	-16%	6%	-7%
CCCS(=O)(=O)c1snnc1C	-11%	-4%	-2%
COc1ccc(Cl)cc1NC(=O)N(C)CCc1c(C)nn(C)c1C	-20%	-3%	2%
C/C(N)=C(/C#N)C(=O)COC(=O)CC12CC3CC(CC(C3)C1)C2	-18%	-21%	-3%
CCCc1cc(-n2ccnc2C)n2c(nc3ccccc32)c1C#N	?	11%	.
CCCn1cc(S(=O)(=O)c2cc(C)ccc2C)c(=O)c2cc(F)c(N3CCCCCC3)cc21	?	-16%	-3%
CCc1ccccc1NC(=O)CN1CCN(C(=O)CN2C(=O)NC3(CCCCC3C)C2=O)CC1 (configuration not stated)	?	-3%	-22%
COc1ccccc1-c1nc(-c2ccccc2)nc(N2CCN(C)CC2)c1C#N	-17%	-24%	-12%

Other entries:
SMILES | DT40 TDP1 CPT | FEN1 inh | GCN5L2 inh
COc1ccc(NC(=O)CSc2nc3sc(C)cc3c(=O)n2C)cc1 | 14% | -2% | -4%
CCCCCn1c(-c2cccc(C)c2)nc2ccccc21 | ? | 5% | -7%
CCS(=O)(=O)Nc1ccc(NC(C)=O)cc1 | 0% | 6% | -3%
Cc1ccc(NC(=O)c2cc(C)n(-c3ccccc3)c2C)cc1 | ? | -4% | -1%
CCCS(=O)(=O)c1c(S(=O)(=O)CCC)c2ccc(C(C)=O)cn2c1C(=O)OC | ? | 7% | -4%
O=C(NNC(=O)c1ccc(S(=O)(=O)N2CCCC2)cc1)c1ccc(Br)cc1 | -29% | -6% | -6%
COc1ccc(C(=O)NCC(=O)OC2CCCCC2=O)cc1 (configuration not stated) | -2% | 7% | 0%
CCCCCn1c(NCc2ccc(OC)cc2)nc2ccccc21 | 16µM* | -9% | -18%
COC(=O)c1ccccc1NC(=S)NC(=O)COc1ccc(C)cc1 | 1% | -4% | .
COc1ccc(Br)c(C(=O)NCC2CCCCC2)c1 | -18% | -3% | -2%
CCOc1ccc(NC(=O)Cn2nnc(C(=O)NCc3ccccc3OC)c2N)cc1 | -14% | 0% | ?
CCC1(CC)Cc2ccccc2-c2nc(NCCCO)[nH]c(=O)c21 | 10% | -14% | -4%
COc1ccccc1C(NC(=O)CC(C)C)c1c(O)ccc2ccccc12 (configuration not stated) | ? | 2% | 2%
CCC1(CC)Cc2ccccc2-c2nc3ccccc3c(=O)n21 | 18µM* | 3% | -6%
COc1ccc(CNC(=O)C2=CC(c3ccc(OC)cc3)=NS(=O)(=O)N2C)cc1 | -5% | 1% | -3%
COCCCNC(=S)NC1CC2CCCC(C1)N2Cc1cccs1 (configuration not stated) | -8% | -7% | -5%
CCCN=C(N)NCCC[C@H](N)C(=O)O | 25% | . | 10%[0.501 µM]
COc1ccc(Cl)cc1NC(=O)CCCn1c(=O)c2cccn2c2cccnc21 | ? | -19% | -3%
Cc1cc(C)cc(-n2c(SCC(=O)N3CCc4ccccc43)nc3c([nH]c4ccccc43)c2=O)c1 | 4% | -12% | 15%
CC(C)C[C@H]1COCCS(=O)(=O)N1Cc1cccc(Cl)c1 | 15µM* | -9% | .
COc1ccc(-c2nn3c(COc4ccccc4)nnc3s2)cc1OC | 2% | 1% | -7%
CCOc1ccccc1N1CC(C(=O)N(CC)C2CCS(=O)(=O)C2)CC1=O (configuration not stated) | -1% | -3% | -9%
CCCn1cc(S(=O)(=O)c2ccccc2)c(=O)c2cc(F)c(N3CCN(C)CC3)cc21 | -5% | 11% | -4%
O=C(Cn1c(=O)oc2cc(S(=O)(=O)N3CCCCC3)ccc21)N1CCc2ccccc21 | -14% | -4% | -3%
CCCCC(CCC(=O)Nc1ccc(C(=O)OC)cc1)C(=O)O (configuration not stated) | 4% | -7% | -2%
Additional compounds.
SMILES | DT40 TDP1 CPT | FEN1 inh | GCN5L2 inh
NC(=O)C1CCN(C(=O)CSc2ncccn2)CC1 | -2% | 3% | 30%
O=C(CCCOc1ccccc1)Nc1ccccc1C(F)(F)F | -89% | -6% | -12%
COc1ccc(C)cc1N(CC(=O)Nc1ccc2c(c1)OCCO2)S(C)(=O)=O | -15% | -11% | -2%
CC(=O)C1C(c2ccccc2Cl)NC(=O)NC1(O)C(F)(F)F (configuration not stated) | 11% | 6% | -5%
CC(=O)CCc1ccc2oc(C(=O)O)c(C)c2c1 | 2% | 0% | -2%
Cc1ccc(NC(=O)CCS(=O)(=O)c2cccc3nsnc23)c(C)c1 | 4% | -6% | -10%
CNC(=O)CC1C(=O)N(c2ccc(F)cc2)C(=S)N1NC(=O)c1ccc(Br)cc1 (configuration not stated) | -25% | 12% | -12%
CC(C)NC(=O)N(C)C[C@H]1Oc2ccc(NS(=O)(=O)c3cccs3)cc2C(=O)N([C@H](C)CO)C[C@@H]1C | -20% | -6% | -7%
COc1c(C)cc(C(=O)C2CCCN(C(=O)c3ccc4[nH]ccc4c3)C2)cc1C (configuration not stated) | ? | -7% | 0%

An excerpt; the hit share may differ from the screen's.
